From PubChem
S3 lipid droplet – qHTS Assay for Lipid Storage Modulators in Drosophila S3 Cells. 320,000 compounds, 0.64% hits. Drosophila S3 cells, BODIPY lipid droplet fluorescence, 18-24 h; cells fed with added oleic acid. Potency in µM for hits, for the others lipid storage change, negative = inhibition, % at the top dose, mostly 46.1 µM; active = well fitted inhibition curve with a large enough effect in the signal ratio, with a control signal flat, not every such curve was filed as active; inconclusive = small, poorly fitted or top-dose-only effect, or effect the other way, or a change in a side signal; the % refers to the signal ratio
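Drosophila S3 cells got compounds at several concentrations plus oleic acid (400 uM solution). Laser-scanning cytometry with 488 nm excitation read lipid droplets at 500-530 nm and cells at 575-640 nm. Percent activity was relative to 20 uM Triacsin C.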
S3 lipid droplet cell count max – further read-out of S3 lipid droplet, marked with its call; cell number change, %; measured here: cell count max response;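 cells counted by Cell Tracker Red CMTPX staining in the red channel; peak over a dose series mostly up to 46.1 µM; percent activity relative to internal control wells on each plate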
* hit, by the source's call; i = inactive; ? = inconclusive; · = no result given. % is scaled to controls: 0 for no effect and ±100 for the full control effect; potency is read from the fitted curve at half-maximal effect. A portion of the library; rates above refer to the full screens.

SMILES	S3 lipid droplet	S3 lipid droplet cell count max
COc1ccc(NC(NC(=O)c2ccc(OC)cc2)C(Cl)(Cl)Cl)cc1 (stereo not drawn)	-1.2%	·
Cc1ccc(S(=O)(=O)/C(C#N)=C/c2c(N3CCN(C)CC3)nc3ccccn3c2=O)cc1	?	·
O/N=C1/CCCCc2sccc21	?	·
Cc1cc(C)n(CCNS(=O)(=O)c2ccc(C)c(C)c2)n1	?	·
Cn1cc(Cl)c(-c2n[nH]c(=S)n2-c2ccc(F)cc2)n1	19.5%	17.3
C=CCc1cc(/C=N\NC(=O)CSc2nnc(CCCc3ccc(OC)c(C)c3)o2)cc(OC)c1O	?	·
CCOc1ccc(N(CC(=O)NCC2CCCO2)S(=O)(=O)c2ccc(OC)c(OC)c2)cc1 (stereo not drawn)	4.7%	14.4
O=C(CCl)N(c1ccc(Cl)cc1)c1c[nH]c2ccccc12	?	·
CCOC(=O)C1=NN(C(C)=O)C2C(=O)N(CC)C(=O)C12 (stereo not drawn)	?	·
Cc1ccc(C(=O)NN=C2CCCCCC2)s1	?	·
COc1ccc(N2CCN(c3nc(NCCO)nc(N4CCOCC4)n3)CC2)cc1	?	·
COc1ccc(-n2nnc3c(SCC(=O)NCc4ccco4)ncnc32)cc1	?	·
Cc1nc2ccccc2c(=O)n1CC(=O)N1CCOCC1	?	·
O=C(NCCN1CCN(Cc2ccccc2Cl)CC1)Nc1ccccc1	?	·
CCOc1ccc(Nc2nc(Cc3nnc(SCC(=O)N(CC)CC)n3C)cs2)cc1	-3.1%	-22.5
O=C(COc1ccc(S(=O)(=O)N2CCCC2)cc1)N1CCN(c2ccccc2F)CC1	?	·
COc1ccc(CN2C(=O)c3cccnc3C2O)cc1 (stereo not drawn)	13.6%	20.0
C#CCOCCOCCOCCNc1nc(N2CCN(C(=O)[C@H](Cc3cc4ccccc4[nH]3)n3cc([C@@H](N)Cc4ccc(O)cc4)nn3)CC2)nc(N2CCN(C(=O)[C@H](Cc3cc4ccccc4[nH]3)n3cc([C@@H](N)CC(C)C)nn3)CC2)n1	?	·
CCOc1ccc(N(CC(=O)NCc2cccc(OC)c2)S(=O)(=O)c2c(C)noc2C)cc1	?	·
COc1ccc(/C=N/NC(=O)c2cccc(NC(=O)c3ccc(F)cc3)c2)c(C(=O)O)c1OC	0.5%	-2.8
Cn1cccc1C(NC(=O)c1ccccc1)C(Cl)(Cl)Cl (stereo not drawn)	?	·
Cc1cccc(C(=O)O/N=C(\N)CS(=O)(=O)c2ccccc2)c1	23.2%	19.0
CC(C)NC(=O)C1CCN(C(=O)C(C(=O)c2ccccc2)n2cc(Cl)ccc2=O)CC1 (stereo not drawn)	?	·
COc1ccc(CN(C)C(=O)c2[nH]c(C)c(C(C)=O)c2C)c(OC)c1OC	?	·
Cc1ccc(C)c(CSc2nnc(C)c(=O)[nH]2)c1	6.1%	8.1
CSc1nc2ccccc2n1Cc1c(Cl)cccc1Cl	i	·
O=C(NNC(=O)c1ccccc1Br)c1ccncc1	15.4%	12.5
COc1ccccc1N(CC(=O)NCC1CCCO1)C(=O)Cn1nnc(-c2cccs2)n1 (stereo not drawn)	0.7%	14.7
COc1ccc(OC)c2c1sc(=NC(=O)c1cccc(N3C(=O)CCC3=O)c1)n2C	?	·
COc1ccc(CN(C(=O)c2cccc(OC)c2)C2CCS(=O)(=O)C2)cc1 (stereo not drawn)	i	·
O=C1COc2ccc(S(=O)(=O)N3CCc4ccccc43)cc2N1	11.6%	24.1
Cc1nnc(NC(=O)c2ccc(S(=O)(=O)N3CC(C)CC(C)C3)cc2)o1 (stereo not drawn)	-1.6%	11.3
Cc1cc(C)n2nc(C(=O)OCC(=O)NNC(=O)c3ccc(Cl)cc3)nc2n1	-21.1%	-14.4
Cc1cc(=O)nc2c3ccccc3n(CC(=O)NC(C)c3ccc4c(c3)OCCO4)n12 (stereo not drawn)	i	-21.6
CCC(C)Nc1c2c(nc3c(-c4ccccc4)c(C)nn13)CCC2 (stereo not drawn)	-7.1%	11.8
CCO[C@H]1OC(C(=O)O)=C[C@@H](c2ccc3c(c2)OCO3)[C@@H]1CCCO	-1.5%	-7.5

Rewritten with two lines to a compound: entries from further up
The line under a structure holds: S3 lipid droplet	S3 lipid droplet cell count max
- COc1ccc(CN(C(=O)c2cccc(OC)c2)C2CCS(=O)(=O)C2)cc1 (stereo not drawn)
  i	·
- CSc1nc2ccccc2n1Cc1c(Cl)cccc1Cl
  i	·

The list continues:
SMILES	S3 lipid droplet	S3 lipid droplet cell count max
CCOc1ccc(NC(=O)c2ccc(NC(=O)C3CCCO3)cc2)cc1 (stereo not drawn)	?	·
COc1ccccc1NC(=O)c1ccccc1C(=O)Nc1ccccc1OC	?	·
Nc1nc(CSCc2ccccc2)nc(N2CCOCC2)n1	?	·
COC(=O)c1ccc(C23CC4(C2)[C@H](CN(Cc2ccc(C(F)(F)F)cc2)[C@@H]4c2ccccc2)C3c2ccc(Cl)nc2)cc1 (stereo partly drawn)	9.7%	12.9
Cc1nnc(-c2ccco2)c2cn(-c3cccc(Br)c3)nc12	?	·
CC1(C)Cc2c(c(N3CCOCC3)nc3sc4c(NCC5CCCO5)nnnc4c23)CS1 (stereo not drawn)	4.3%	-5.4
Cc1ccc(S(=O)(=O)CCC(=O)NCc2ccccc2Cl)cc1	?	·
NNc1nc2c(Cl)cccc2s1	?	·
O=c1[nH]c(C2CCN(S(=O)(=O)Cc3ccccc3)CC2)nc2c1nnn2Cc1ccccc1	14.5%	7.6
COc1ccc(NC(=O)c2cccc(N3C(=O)C4C5C=CC(C6CC56)C4C3=O)c2)cc1 (stereo not drawn)	20.3%	8.8
CCOC(=O)N1C(=O)c2cc(OC)ccc2S1(=O)=O	-3.0%	·
C=CCN1C(=O)C2(NC(=O)c3ccccc3N2)c2ccccc21 (stereo not drawn)	?	·
CCc1ccc(C2CC(c3ccccc3)Nc3nc(N)nn32)cc1 (stereo not drawn)	-3.7%	2.5
Nc1ncnc2nc(N3CCN(C(=O)c4ccccc4)CC3)[nH]c12	?	·
COc1ccc(C(=O)CSc2nnc(-c3cc(C)on3)o2)cc1	?	·
O=C(CCC(=O)N1CCOc2ccccc21)Nc1cc(F)ccc1F	-28.3%	-2.0
CCN(CC)C(=O)c1cn(CCC#N)nc1-c1ccc2ccccc2c1	i	-4.1
Cn1cc([C@@H]2C[C@H]3CN(C4CCCC4)C(=O)[C@]34CCCN24)c(-c2ccccc2)n1	?	·
Cc1cc(F)ccc1S(=O)(=O)Nc1ccccc1C(=O)Nc1ccccc1N1CCOCC1	7.4%	-18.5
Cc1cc(C)n(CCO)c(=O)n1	?	·
COCCn1nnnc1C1(N(Cc2cc3cc(C)ccc3[nH]c2=O)CC2CCCO2)CCN(C)CC1 (stereo not drawn)	?	·
CCc1nc(N)nc(N)c1-c1ccc(Cl)cc1	0.6%	3.7
CN(C)CCN1C(=O)C(O)=C(C(=O)c2cc3ccccc3o2)C1c1cccc(Br)c1 (stereo not drawn)	-11.5%	-10.9
CCOc1cc(C2C(C#N)=C(N)Oc3n[nH]c(-c4ccncc4)c32)cc([N+](=O)[O-])c1O (stereo not drawn)	2.8%	20.5
CCCC(=O)N(CCN1CCOCC1)c1nc2c(OC)ccc(OC)c2s1	i	·
CCCNC(=O)c1ccc(SC)cc1OC	?	·
CC[C@@H](C)[C@H](NC(=O)OC(C)(C)C)c1nnc(S(=O)(=O)Cc2cc(C)ccc2C)o1	?	·
O=C(COc1ccccc1)OCc1cc(-c2ccco2)on1	?	·
O=C(O)CCCCn1c(SCc2ccccc2Cl)nc2ccsc2c1=O	7.2%	-8.7
Cc1ccc(-c2noc(C3CCCN(C(=O)c4cccc(Cl)c4)C3)n2)o1 (stereo not drawn)	?	·
Cc1ccc(NCc2nnc(SCC(=O)c3ccc4c(c3)OCCO4)o2)c(C)c1	?	·
O=C(CCS(=O)(=O)c1ccccc1)Nc1nc2cc3c(cc2s1)OCO3	10.2%	-2.5
O=C(Nc1ccc(S(=O)(=O)N2CCCC2)cc1)C1CC(=O)N(c2ccccc2)C1 (stereo not drawn)	-16.3%	-20.3
Cc1c(/C=N/NC(=O)c2sc3ccccc3c2Cl)cnn1C	-1.6%	18.6
Fc1ccc(NC(=S)NCc2cccs2)cc1	?	·
COc1ccc2[nH]c(=O)c(-c3nnn(-c4ccccc4)n3)cc2c1	-2.6%	8.7
O=C(c1ccc(Br)cc1)N1CCCC1	?	·
CC(C)CC(=O)Nc1ccc(Cc2ccncc2)cc1	i	-4.2
COC(=O)CC(NC(=O)c1ccc(C)cc1)c1ccc2c(c1)OCO2 (stereo not drawn)	i	·
COC(=O)[C@H](Cc1ccccc1)NC(=O)N(C)Cc1ccccc1	?	·
Cc1ccccc1NC(=O)c1nnn(-c2ccc3c(c2)OCCO3)c1N	?	·
COC(=O)c1[nH]c2c(c1C)C(=O)CC(c1cc(OC)c(OC)c(OC)c1)C2 (stereo not drawn)	?	·
COc1ccc(Nc2ccncc2[N+](=O)[O-])cc1	4.2%	12.3
Cc1ccc(CN2C3=NCCCN3c3ccccc32)cc1	7.8%	6.0
O=C(O)c1ccc(COc2c(F)c(F)c(F)c(F)c2F)o1	3.3%	8.9
COc1ccc(OC)c(Cc2nnc(CCC(=O)NCc3nc4ccccc4s3)o2)c1	?	·
CC(C)(C)c1ccc(OCC(=O)NN2Cc3ccccc3C2=N)cc1	?	·
CCC1Cc2c(nc(N)c3c(N)nc(N4CCOCC4)c(C#N)c23)O1 (stereo not drawn)	?	·
CC(=O)Oc1cc2oc(=O)cc(C)c2cc1Cl	?	·
CN(C(=O)COC(=O)c1cc(S(=O)(=O)N2CCOCC2)ccc1F)C1CCS(=O)(=O)C1 (stereo not drawn)	?	·
COc1ccc(C(=O)CCC(=O)Nc2ccc(Cl)cc2)cc1	?	·
CSc1ccccc1NC(=O)Nc1ccccc1	i	·
COc1ccc(-c2nnc(SC(C)C(=O)Nc3nccs3)n2-c2ccccc2)cc1OC (stereo not drawn)	?	·
O=[N+]([O-])c1ccc2nc(CCCc3nc4ccc([N+](=O)[O-])cc4[nH]3)[nH]c2c1	-12.0%	-15.7
Cc1oc(-c2ccc(F)cc2)nc1CN1CCCC(C(=O)N2CCOCC2)C1 (stereo not drawn)	?	·
COc1cccc(N=CC2=C(O)CC(C)(C)CC2=O)c1	4.1%	6.2
Cc1[nH]nc(SCC(=O)N(C)c2ccccc2)c1[N+](=O)[O-]	-0.3%	-11.1
CCn1c(NC(=O)c2ccc(F)cc2)c2ccccc2nc1=O	?	·
Cc1ccc2c(c1)C1(OCCCO1)C(=O)N2CC#N	7.9%	12.7
O=c1cc(N2CCCCCC2)[nH]c(=O)n1-c1ccccc1Cl	-3.2%	-4.5

Four compounds out of the list above, arranged by their value in S3 lipid droplet cell count max, descending:
| Molecule | S3 lipid droplet | S3 lipid droplet cell count max |
| --- | --- | --- |
| Cc1ccc2c(c1)C1(OCCCO1)C(=O)N2CC#N | 7.9% | 12.7 |
| COc1cccc(N=CC2=C(O)CC(C)(C)CC2=O)c1 | 4.1% | 6.2 |
| O=c1cc(N2CCCCCC2)[nH]c(=O)n1-c1ccccc1Cl | -3.2% | -4.5 |
| O=[N+]([O-])c1ccc2nc(CCCc3nc4ccc([N+](=O)[O-])cc4[nH]3)[nH]c2c1 | -12.0% | -15.7 |

Individual results from the list:
`COc1ccc(NC(NC(=O)c2ccc(OC)cc2)C(Cl)(Cl)Cl)cc1` (stereo not drawn) @ S3 lipid droplet = -1.2%
`Cc1cc(F)ccc1S(=O)(=O)Nc1ccccc1C(=O)Nc1ccccc1N1CCOCC1` @ S3 lipid droplet = 7.4%

(more compounds)
SMILES	S3 lipid droplet	S3 lipid droplet cell count max
COc1ccc(NC(=O)c2ccc(NC(=O)CCS(=O)(=O)c3cccs3)cc2)cc1	?	·
COc1ccc(C)cc1NC(=O)c1cc(S(=O)(=O)N2CCOCC2)cn1C	-25.5%	15.3
COc1cccc(C2NC(=S)NC(C)=C2C(=O)c2ccccc2)c1OC (stereo not drawn)	-15.1%	-8.0
O=C(COc1ccc([N+](=O)[O-])cc1)NCC(c1cccs1)N1CCOCC1 (stereo not drawn)	1.3%	5.2
CC(=O)N1c2ccccc2NC2=C(C(=O)CCC2)C1c1cccnc1 (stereo not drawn)	13.3%	8.5
CC(=O)c1cccc(NS(=O)(=O)c2ccc(N/C=C\C(=O)c3ccc(C)cc3)cc2)c1	?	·
O=S(=O)(NC(=S)c1ccccc1)c1ccc(Cl)cc1	i	13.5
O=C(Cc1ccccc1)c1c[nH]c(C(=O)NCCCn2ccnc2)c1	?	·
NNC(=O)c1cc(-c2ccco2)[nH]n1	-2.1%	-6.0
CC(C)CC(NC(=O)C(NC(=O)OC(C)(C)C)C(C)C)C(=O)NC(CCC(=O)OCc1ccccc1)C(N)=O (stereo not drawn)	?	·
Cc1cc(SCC(=O)OCC(=O)N(CCC#N)c2ccccc2)nc2ccccc12	11.0%	7.6
COc1cc(C(=O)/C=C/c2cccnc2)c([N+](=O)[O-])cc1OC	?	·
CCc1ccccc1NC(=O)Cn1c(=O)n(-c2ccc(CC(=O)NCC3CCCO3)cc2)c(=O)c2ccccc21 (stereo not drawn)	?	·
CC(CNC(=O)COC(=O)c1cccs1)c1ccccc1 (stereo not drawn)	-16.6%	-12.2
CC(C)c1nc(N2CCOCC2)c(C#N)c2c1COC(C)(C)C2	8.3%	-21.1
Cc1cc(C)cc(C(=O)Nn2cnnc2)c1	?	·
